USP1 inh – blocks the human USP1/UAF1 deubiquitinase complex; O94782; Potency, µM (doses to about 57.1 µM), without a hit: at the highest dose activity change, negative = inhibition, most hits filed as inhibitors; actives 0.23% (n = 390,000); recombinant USP1/UAF1, Ub-Rhodamine cleavage fluorescence; AID 743255; also: potency is read from the fitted curve at half-maximal effect; % is scaled to controls: 0 for no effect and ±100 for the full control effect; nearly all actives have a fitted effect of over 60% in size; inactives centre near -12
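In this screen, compounds sit with the deubiquitinase complex (1nM) for 15 min at room temperature before Ub-Rho is added at 150nM final. Fluorescence rise is then followed for 6 reads every 60 seconds.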
Vif-A3G inh – inhibitors of Vif-APOBEC3G interaction; Potency, µM (doses to about 46.1 µM), for inactives: at the highest dose activity, negative = active, usual class: inhibitors; HeLa A3G-eYFP + Vif (tagged APOBEC3G with the HIV-1 protein that degrades it), YFP fluorescence, overnight; actives 0.076% (n = 410,000); Q9HC16;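 also: potency is read from the fitted curve at half-maximal effect; % is scaled to controls: 0 for no effect and ±100 for the full control effect; nearly all actives have a fitted effect of over 60% in size; hits raise eYFP signal because A3G escapes Vif-driven loss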
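Read-out is eYFP fluorescence (Ex 488/Em 500-530) from Vif-expressing HeLa A3G-eYFP cells; more signal means A3G escaped Vif-mediated degradation. Cells plated overnight, compound pinned in, incubated overnight at 37 deg C.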
TrxR1 substrate – substrates of rat thioredoxin reductase 1 | O89049 | purified TrxR1 substrate turnover, NADPH consumption readout | Potency, µM (titrated, usually from 114 µM), for inactives: at the top dose activity change, negative = substrate turnover | actives 0.01% (n = 390,000); also: potency is read from the fitted curve at half-maximal effect; % is scaled to controls: 0 for no effect and ±100 for the full control effect; nearly all actives have a fitted effect of over 50% in size
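Rat TrxR1, dispensed at 90 nM, was prereduced with 400 uM NADPH (final) for 5 min at ~22 deg C, then incubated with compound 15 min before 400 uM selenite. A first-read NADPH fluorescence drop versus no-compound background flagged substrates.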
LDHA block – LDHA (human) enzyme inhibition; purified LDHA, NADH/diaphorase-resazurin fluorescence; stronger effect = lower value; P00338; activity change, % (values are at about 110 or 230 µM); actives 0.15% (n = 480,000); in the data active = activity change below about -30%; inconclusive = mostly about -25% to -30%;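 also: plate controls were DMSO wells for no effect and wells without enzyme for full effect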
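Enzyme activity of human lactate dehydrogenase 5 (2 nM; 0.06 mM NADH, 0.2 mM pyruvate, 5 min, RT) is measured via a resazurin/diaphorase fluorescence readout of residual NADH.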
PI4K2A inh – PI4K2A (human) kinase inhibition. actives 0.13% (n = 420,000). activity change, negative = inhibition, % at 76.9 µM. AID 1346378. purified PI4K2A, ADP-Glo luminescence, 1 h; stronger effect = lower value; in the data active = activity change below about -50%; inconclusive = mostly about -30% to -49%;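 also: -100% = wells without enzyme as full effect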
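PI4K2A activity was measured by ADP-Glo luminescence: enzyme (4 ug/mL stock) and phosphatidylinositol (1.2 mM stock) in Tris pH 7.5/MgCl2/EGTA/Triton X-100 buffer were reacted with ATP (300 microM stock) for one hour at ambient temperature.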
Glioma ERSR ind – ER stress response induction in glioma; U87-MG GRP78 promoter luciferase reporter, 16 h; Potency, µM, without a hit: at the top dose activation, hits mostly activators; actives 0.02% (n = 420,000); also: potency is read from the fitted curve at half-maximal effect; series mostly up to about 76 µM; % of control where 0% means no effect; nearly all actives have a fitted effect of over 35% in size
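ERSR induction read as luciferase luminescence (Bright-Glo, 10 min at room temperature) in stably transfected human U87-MG glioma cells exposed to compounds for 16 h, using GRP78 as sensor.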
mIDH1 inhibitor – human IDH1 R132H inhibition | O75874 | IDH1-R132H enzyme, NADPH consumption, diaphorase/resazurin fluorescence | Potency, µM (series often up to 76.6 µM), for inactives: at the highest dose activity change, negative = inhibition, usual class: inhibitors | actives 0.093% (n = 390,000) | AID 602179; also: potency is read from the fitted curve at half-maximal effect; % is scaled to controls: 0 for no effect and ±100 for the full control effect; nearly all actives have a fitted effect of over 65% in size
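IDH1-R132H (0.5 ug/mL dispensed) in pH 7.5 Tris buffer was preincubated 30 min with compound, then given a substrate mix of 0.016 mM NADPH and 2 mM alpha-KG for 80 min at room temperature; remaining NADPH was read by diaphorase/resazurin fluorescence.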
RXFP1 ag – activates the human relaxin receptor RXFP1; HEK293T-RXFP1 cAMP TR-FRET, 30 min; response scale: percent of porcine relaxin response, buffer zero; Potency, µM (series often up to 57.5 µM), inactives show at the highest dose activation, actives largely listed as activators; AID 2676; Q9HBX9; actives 0.3% (n = 370,000); also: potency is read from the fitted curve at half-maximal effect; % is scaled to controls: 0 for no effect and ±100 for the full control effect; nearly all actives have a fitted effect of over 60% in size; many of its hits are not listed in these tables
Target sequence (Q9HBX9 whole entry, looked up): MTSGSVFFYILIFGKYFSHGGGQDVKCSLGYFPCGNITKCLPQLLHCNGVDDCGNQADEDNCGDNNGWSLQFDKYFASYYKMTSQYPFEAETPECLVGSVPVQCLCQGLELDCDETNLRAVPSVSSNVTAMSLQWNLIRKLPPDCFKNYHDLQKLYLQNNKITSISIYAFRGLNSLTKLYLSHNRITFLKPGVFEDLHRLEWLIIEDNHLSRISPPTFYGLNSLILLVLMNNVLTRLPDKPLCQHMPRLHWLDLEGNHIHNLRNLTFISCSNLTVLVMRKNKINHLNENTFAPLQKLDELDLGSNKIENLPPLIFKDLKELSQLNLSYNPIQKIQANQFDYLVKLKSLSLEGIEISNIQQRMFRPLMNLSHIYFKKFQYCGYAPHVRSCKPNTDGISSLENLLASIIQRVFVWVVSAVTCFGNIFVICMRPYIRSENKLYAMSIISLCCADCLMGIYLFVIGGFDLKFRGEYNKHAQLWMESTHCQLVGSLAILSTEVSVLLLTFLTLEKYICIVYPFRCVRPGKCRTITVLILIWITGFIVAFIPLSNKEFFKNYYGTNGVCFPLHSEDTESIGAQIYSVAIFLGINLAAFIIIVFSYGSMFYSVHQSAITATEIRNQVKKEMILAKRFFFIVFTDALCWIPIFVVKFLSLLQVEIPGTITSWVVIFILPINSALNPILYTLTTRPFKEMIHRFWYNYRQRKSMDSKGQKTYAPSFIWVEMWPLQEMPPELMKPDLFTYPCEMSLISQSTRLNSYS
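HEK293 cells stably expressing RXFP1, treated 30 min at 37C with compounds plus PDE4 inhibitor Ro 20174; cAMP measured by HTRF TR-FRET. Normalized to buffer and 29 nM porcine relaxin; EC50 by Hill fit.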
Vif-A3F inh – inhibitors of Vif-A3F interaction | HeLa A3F-eYFP + Vif (tagged APOBEC3F with the HIV-1 protein that degrades it), YFP fluorescence increase | Potency, µM (series often up to 46.1 µM), inactives show at the highest dose activity, negative = active | actives 0.2% (n = 390,000) | AID 602313; also: potency is read from the fitted curve at half-maximal effect; % of control where 0% means no effect; nearly all actives have a fitted effect of over 65% in size
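HeLa cells stably expressing A3F-eYFP plus Vif, plated and incubated overnight at 37 deg C, then exposed to compounds overnight at 37 deg C. Blocked degradation read as raised yellow fluorescence (Ex 488/Em 500-530).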
* marks the source's active call; other numbers are inactive results; ? = inconclusive; nt = no result given; & = joins results of further samples; [ ] = another dose, or the depositor's remark. Unless noted, calls follow the shape of the dose curve; as a rule, active = well fitted curve in the direction sought with a large enough effect; inconclusive = small, poorly fitted or top-dose-only effect, or another doubt; inactive = no such curve, though single readings can be large; an effect the other way counts as inactive or inconclusive.

SMILES | USP1 inh | Vif-A3G inh | TrxR1 substrate | LDHA block | PI4K2A inh | Glioma ERSR ind | mIDH1 inhibitor | RXFP1 ag | Vif-A3F inh
Cc1cc(C)c(OCC(=O)Nc2cccc(-c3nc4ncccc4o3)c2)c(Br)c1 | -4% | 1% | 20% | -23&-3 | -6 | -2% | -14% | 3.9% | 1%
COc1ccccc1CNc1ccc(-c2nc(-c3ccccc3C)no2)cc1[N+](=O)[O-] | -19% | 3% | -4% | -1 | -1 | -3% | -4% | 5.2% | -5%
CCOC(=O)c1sc(Nc2ccc(Br)cc2)nc1C | ? | -9% | 11%[57.1 µM] | -4 | 0 | 3% | 11% | 2.5% | -15%
CC(C)NS(=O)(=O)c1ccc(OCC(=O)NCc2ccccc2)cc1 | -7% | -1% | 9%[57.1 µM] | -6 | -3 | -1% | 0% | 1.5% | -16%
COc1ccc(C(=O)NC2CCN(C(=O)Nc3ccc(F)cc3)CC2)cc1 | -7% | 0% | -5% | -5 | 3 | -3% | 3% | 4.8% | 13%
Cc1c(C=O)c2ccccn2c1C(=O)c1cccs1 | ? | 0% | 9%[57.1 µM] | -1 | -3 | -3% | 2% | 17% | 3%
C[C@@]12C(=O)N(c3cccc(Br)c3)C(=O)N1[C@H](c1ccc(Cl)cc1)[C@@H]1C(=O)N(C3CCCCC3)C(=O)[C@@H]12 | -25% | -9% | -5% | 0 | 8 | -2% | 3% | -0.7% | -1%
O=C1c2ccccc2-c2c1cccc2C(=O)N1CCCCC1 | -6% | -2% | 1% | 3 | 1 | -3% | 4% | 0.0% | nt
COc1ccc(CN2C(=O)C(CC(=O)NCc3ccco3)CC(C(=O)N(C)C)=C2C)cc1 (configuration not stated) | -18% | 2% | nt | -1 | 2 | -1% | 16% | nt | 1%
COc1ccc(N2CCN(C(=O)COc3ccc(S(=O)(=O)N4CCOCC4)cc3C)CC2)cc1 | -21% | 1% | 15%[57.1 µM] | -1 | 0 | -4% | 5% | -2.7% | -6%
COc1cc([N+](=O)[O-])cc(/C=N/NC(=O)c2cc(C)nc3ccccc23)c1O | -20% | -16% | -15% | 3 | 1 | -5% | 9% | -0.5% | ?
CN(C)CCCn1c2c(c(SCC(=O)Nc3ccc4c(c3)OCCO4)nc1=O)CCCC2 | ? | -5% | nt | -2 | 5 | -5% | 3% | nt | 0%
COc1ccc(NC2=Nc3cccc4cccc2c34)cc1 | -19% | -11% | -20% | -4 | 4 | 4% | 19% | 0.0% | -11%
CCN(CC)CCOC(=O)c1ccc(NC(=O)CCCN2C(=O)/C(=C/c3cccs3)SC2=S)cc1 | -6% | -5% | -7% | -2 | 14 | -6% | -2% | -0.6% | 0%
CN(CCCN1CCOCC1)C(=O)c1cc(COc2ccc(F)cc2F)on1 | -20% | 0% | -2% | -2 | 1 | 10% | 6% | -0.6% | 1%
O=C(CNC(=O)c1ccccc1F)OCC(=O)N1CCCCC1 | -8% | -3% | -7% | -10 | 1 | -1% | -7% | -1.0% | 0%
O=S(=O)(/N=C(/c1ccccc1)N1CCOCC1)c1ccc(F)cc1F | -7% | 4% | 3% | -2 | -4 | -6% | -2% | nt | 3%
CCc1ccccc1NC(=S)N(CCCN(C)C)Cc1cc2cc3c(cc2[nH]c1=O)OCO3 | -8% | -3% | 44% | -5 | 2 | 2% | 2% | 2.1% | -5%
CCc1ccc(C(=O)c2cc3ccc(O)cc3oc2=O)cc1 | -6% | 0% | 0%[57.1 µM] | -2 | -20 | 1% | -2% | 0.4% | 17%
COc1ccc(NC(=O)c2ccc3c(c2)CCN3S(C)(=O)=O)cc1 | 1% | 0% | nt | -2 | 1 | -3% | 0% | nt | -9%
O=C(OCC(=O)N1CCCC1=O)c1cc2ccccc2o1 | -21% | 0% | 9% | -5 | -2 | -1% | 3% | 1.2% | 6%
Cc1ccc(-c2cnc(-c3ccccc3C(=O)O)o2)cc1 | -13% | -1% | 234%[activator] | -1 | 3 | 2% | 0% | 2.9% | 1%
CCOc1cc2c(cc1OCC)C(CC(=O)O)N(C(=O)Nc1ccccc1C(F)(F)F)CC2 (configuration not stated) | -10% | 8% | 9%[57.1 µM] | -22 | -4 | -3% | 0% | 1.9% | 1%
Cc1ccc(-c2csc(NCCn3c(C)nc4cc(C(F)(F)F)ccc43)n2)cc1 | ? | 0% | 6% | 3 | -1 | -1% | -7% | nt | 2%
O=C(Nc1ccc(Br)cc1F)c1ccc2c(c1)OCCO2 | -16% | 2% | 8% | -4 | -2 | -10% | 0% | 1.7% | 9%
CCOc1ccccc1N1CCN(Cc2cccc(OC)c2OC)CC1 | -12% | -1% | 3% | ? | 0 | -5% | 4% | 0.6% | -2%
O=C(NC(=S)N1CCCCCC1)c1cccc([N+](=O)[O-])c1 | -14% | 2% | -9% | -5 | -3 | 1% | -9% | 1.8% | -8%
CCOC(=O)c1cc(-c2ccc(F)cc2)n(CCC(=O)NCc2ccccc2OC)c1C | -17% | -3% | -4%[57.1 µM] | -5 | 4 | -2% | 0% | -1.0% | -11%
COc1ccccc1/C=C/c1nc2ccccc2o1 | nt | 1% | -13% | -2 | nt | -4% | nt | nt | nt
CC(=O)Nc1ccc(S(=O)(=O)N(C)c2ccc(OCCOc3cccc(C)c3)cc2)cc1 | -12% | 0% | -10% | 10 | 1 | -6% | 7% | nt | 7%
CCOc1ccc(/C=N/Nc2cc(N3CCOCC3)nc(C)n2)c(O)c1 | 3% | -2% | -2% | -8 | -2 | -3% | 0% | 0.0% | -1%
COC(=O)C1CCN(c2cc(=O)n(-c3ccc(OC)cc3)c(=O)[nH]2)CC1 | -7% | 1% | 6%[57.1 µM] | -1 | 3 | -1% | -3% | -0.2% | 1%
CCC1=Nc2cc(C(=O)N3CCCCC3)ccc2Sc2ccc(C)cc21 | -25% | 1% | -4% | -2 | 1 | 2% | -9% | -1.2% | -14%
O=C(NCc1c(Cl)cccc1Oc1ccccc1)c1ccccc1 | ? | 0% | 3%[57.1 µM] | -5 | 0 | -2% | 0% | 1.0% | 5%
CC(=O)Nc1cccc(-c2csc(NCc3ccco3)n2)c1 | -21% | -1% | 8%[57.1 µM] | -3 | -1 | -5% | 0% | 0.2% | -6%
CC(=O)NC/C(C)=N\Nc1ccc([N+](=O)[O-])cc1 | -3% | -27% | -9% | -8 | 2 | -3% | 10% | -0.4% | -18%
O=C(CSc1nnc(COc2ccccc2)o1)N1CCCCC1 | -20% | 2% | 6% | 0 | -1 | -4% | -6% | 0.6% | -18%
O=C(N=C1SC2CS(=O)(=O)CC2N1c1ccccc1F)C1CCCCC1 (configuration not stated) | -14% | 1% | 2% | -1 | -1 | 6% | -4% | -0.6% | -13%
Cc1c(C)n(Cc2ccccc2)c2ccc(C(=O)OCCCN(C)C)cc12 | -1% | 1% | 7%[57.1 µM] | 0 | 2 | -1% | 6% | -1.0% | 4%
CC1CCN(C(=O)CN2C(=O)C(=O)N(C(C)C)C2=O)c2ccccc2S1 (configuration not stated) | -5% | 1% | -7% | -4 | 0 | -2% | -15% | 1.6% | 1%
CN(C)c1ccc(/C=[N+](\[O-])C2SC(=S)N(C)C2(C)C)cc1 (configuration not stated) | -17% | 3% | -14% | 1 | 5 | -1% | 1% | -1.3% | 2%
Cc1cccc(C)c1NC(=O)c1cc(S(=O)(=O)N2CCCc3ccccc32)ccc1F | -13% | -3% | -4%[57.1 µM] | -2 | 2 | 1% | -17% | -0.8% | 3%
Cc1ccc(O)c(-c2cc(C(=O)Nc3ccc(S(=O)(=O)N4CC(C)OC(C)C4)cc3)[nH]n2)c1 (configuration not stated) | -3% | -14% | -4% | -5 | 2 | -7% | -11% | -0.5% | -8%
CCCCOc1ccc(NC(=O)C2CC=CCC2C(=O)O)cc1 (configuration not stated) | 0% | 1% | 2% | -3 | 0 | -3% | -7% | -0.2% | -10%
O=C(NC1CC1)c1ccc(-c2nc3ccccc3s2)s1 | -1% | 1% | 1% | -9 | -23 | -14% | 1% | 2.5% | -4%
CC(CCc1ccccc1)NC(=O)CSc1nnnn1C (configuration not stated) | -10% | 1% | 8% | -9 | -2 | -3% | 6% | 0.3% | 1%
CCC1C(=O)N=C(SCC(=O)Nc2ccccc2)NC1=O (configuration not stated) | -25% | 0% | -1% | -6 | 2 | 4% | -1% | 0.5% | -1%
Cc1noc(C)c1COC(=O)C1CCN(S(=O)(=O)c2c(Cl)cccc2Cl)CC1 | -18% | -1% | 3% | -7 | -1 | -2% | 4% | 0.5% | 2%
O=[N+]([O-])c1ccc(CSc2ncnc3ccccc23)cc1 | -13% | 3% | -2%[57.1 µM] | -5 | 4 | -2% | 1% | 4.9% | 0%

A portion of the library (hit frequency here may not be typical).
